Screening data: PubChem BioAssay, National Center for Advancing Translational Sciences (NCATS)
AID inhibitor = Primary qHTS assay for inhibitors of Activation Induced Cytidine Deaminase (AID): AID signal | AID deamination FRET fluorescence, UDG-coupled, 4 h | Potency, µM (highest dose often 115 µM), inactives show at the highest dose activity change, negative = inhibition, most hits filed as inhibitors | Single-stranded DNA cytosine deaminase (Homo sapiens), Q9GZX7 | 91,000 compounds, 0.32% hits; further: nearly all actives have a fitted effect of over 25% in size
Target sequence (Q9GZX7 whole entry, looked up): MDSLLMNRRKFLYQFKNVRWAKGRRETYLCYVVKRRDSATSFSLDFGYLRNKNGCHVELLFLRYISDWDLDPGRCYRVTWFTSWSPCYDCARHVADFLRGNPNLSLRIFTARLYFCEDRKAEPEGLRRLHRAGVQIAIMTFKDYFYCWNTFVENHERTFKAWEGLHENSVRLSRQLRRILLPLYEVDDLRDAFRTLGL
UDG counter = Primary qHTS assay for inhibitors of Activation Induced Cytidine Deaminase (AID): UDG Counterscreen signal; Uracil-DNA glycosylase; FRET deamination/UDG coupled assay, UDG read, 4 h; Potency, µM (top dose mostly 115 µM), for inactives: at the top dose activity change, negative = inhibition, usual class: inhibitors; 91,000 compounds, 0.14% hits; AID 1347430, 2020; further: nearly all actives have a fitted effect of over 65% in size
Starred values were filed as active, the others as inactive; ? = inconclusive; [ ] = another dose, or the depositor's remark. The call rests on the fitted dose curve; in most records, active means well fitted curve in the direction sought with a large enough effect; inconclusive means small, poorly fitted or top-dose-only effect, or another doubt; inactive means no such curve, though single readings can be large; an effect the other way counts as inactive or inconclusive. On the % scale 0 is the no-effect control and ±100 the full control effect; potency means the concentration at half of the fitted maximal effect.

| structure | AID inhibitor | UDG counter |
| --- | --- | --- |
| CC(C)(C)c1ccc(OCCn2cc(C(=O)c3ccco3)c3ccccc32)cc1 | ? | -8.3% |
| CC1=C(C(=O)Nc2ccccc2C)C(c2cccs2)n2nc(SCc3ccccc3)nc2N1 (configuration not stated) | 16.3% | 1.7% |
| COC(=O)c1ccc(CNC(=O)C(C)Sc2ccccc2)cc1 (configuration not stated) | 0.1% | 1.3% |
| CCn1nc(-c2ccccc2)c(-c2ccccc2)c(C(=O)Nc2nc(C)c(C(C)=O)s2)c1=O | ? | -8.0%[57.5 µM] |
| NCc1ccc2cc[nH]c2c1 | 14.2% | 12.0% |
| CCN(C(=O)CCNC(=O)c1ccccc1C)C12CC3CC(CC(C3)C1)C2 | -2.3% | 2.0% |
| CCc1ccc(N2CCN(C(=O)c3cc4cc([N+](=O)[O-])ccc4oc3=O)CC2)cc1 | -0.8% | 4.4% |
| Cc1cc(C)c2c(=O)cc(C(=O)NCc3ccc(S(N)(=O)=O)cc3)oc2c1 | -20.2% | ? |
| Fc1ccc(/C=N/Nc2ccc(C(F)(F)F)cn2)cc1 | -2.3% | 2.9% |
| CN(C)c1oc(-c2ccccc2)nc1S(=O)(=O)c1ccc2c(c1)OCCO2 | -19.4% | -14.7% |
| Cn1c(=O)c2c(-c3ccccc3Br)n(C(C)(C)C)cc2n(C)c1=O | -9.3% | ? |
| CCC(CC)NC(=O)c1cccc(C)c1 | 0.4% | -6.4% |
| Cc1ccc(C)c(Cn2c(C(=O)O)c(CNCc3cccs3)c3ccccc32)c1 | -15.2% | -5.3% |
| Cc1ccc(N(C)S(=O)(=O)c2nnc(NC(=O)c3ccco3)s2)cc1 | 37.1%[activator] | -1.2%[57.5 µM] |
| CCc1cccc(NC(=O)CSC2=Nc3ccccc3N=C(c3ccc(F)cc3)C2)c1 | -11.5% | -11.8% |
| Cc1ccc(C=Nc2ccc(Nc3ccccc3)cc2)s1 | -12.3% | -1.9% |
| Cc1cc(C)c(NC(=O)C2CC=CCC2)c(C)c1 (configuration not stated) | 0.8% | 2.9% |
| Cc1ccc2c(c1)N(C(=O)NCc1ccccc1)CCO2 | -29.0% | -0.2% |
| Cc1cccc(OCC(=O)Nc2nnc(S(=O)(=O)N3CCCCCC3)s2)c1 | -2.8% | 0.5% |
| Cc1cccc(N2CCN(C(=O)c3ccc4nc(N5CCC(C)CC5)sc4c3)CC2)c1C | ? | ? |
| COc1ccc(OC)c(S(=O)(=O)NCC(c2ccc(N(C)C)cc2)N2CCOCC2)c1 (configuration not stated) | -10.5% | -4.2% |
| COC(C)(C)C#CC(=O)c1cccc2ccccc12 | -16.3% | 1.0% |
| Cc1c(NC(=O)C(C)(C)C)cccc1-c1nc2ccccc2s1 | -20.1% | 0.0% |
| N#Cc1ccc(NC(=O)CCSc2ccc(Cl)cc2)cc1 | -0.4% | -4.2% |
| Cc1ccccc1-c1nc(CS(=O)(=O)CC(=O)NCCc2ccccc2)c(C)o1 | -8.1% | -5.0% |
| CC(C)c1ccc(CNc2nc(-c3ccco3)nn2C(=O)c2ccc([N+](=O)[O-])cc2)cc1 | 0.4% | -1.4% |
| COC(=O)c1ccc(NC(=O)c2cc(S(=O)(=O)N3CCc4ccccc43)cn2C)cc1 | 12.0% | 8.8% |
| Cc1ccc(C(=O)/C=C/c2cc(C)c(O)c(C)c2)o1 | 8.6% | -3.6% |
| Cc1ccc(Cn2c(SCCC(=O)O)nc3c2c(=O)[nH]c(=O)n3C)cc1 | -11.0% | -17.1% |
| Cc1sc(C2C(C#N)=C(N)N(c3cccc(Cl)c3)C3=C2C(=O)CCC3)cc1CN1CCOCC1 (configuration not stated) | -3.1% | -15.3% |
| O=C(Nc1cccc2cccnc12)c1cccc(S(=O)(=O)N2CCN(c3ccc(F)cc3)CC2)c1 | -10.6% | -6.7% |
| CC(=O)Nc1ccc(NC(=O)Cn2cc3c(n2)CCCCC3)cc1 | 10.6% | 12.0% |

Some values from the entries so far:
Under AID inhibitor, Cc1ccc(Cn2c(SCCC(=O)O)nc3c2c(=O)[nH]c(=O)n3C)cc1 has the entry -11.0%
Under AID inhibitor, COC(=O)c1ccc(NC(=O)c2cc(S(=O)(=O)N3CCc4ccccc43)cn2C)cc1 has the entry 12.0%

Returning to the listing with the 4 entries that preceded the break.
| structure | AID inhibitor | UDG counter |
| --- | --- | --- |
| Cc1ccc(Cn2c(SCCC(=O)O)nc3c2c(=O)[nH]c(=O)n3C)cc1 | -11.0% | -17.1% |
| Cc1sc(C2C(C#N)=C(N)N(c3cccc(Cl)c3)C3=C2C(=O)CCC3)cc1CN1CCOCC1 (configuration not stated) | -3.1% | -15.3% |
| O=C(Nc1cccc2cccnc12)c1cccc(S(=O)(=O)N2CCN(c3ccc(F)cc3)CC2)c1 | -10.6% | -6.7% |
| CC(=O)Nc1ccc(NC(=O)Cn2cc3c(n2)CCCCC3)cc1 | 10.6% | 12.0% |
| CCN(CC)CCNC(=O)Cn1nc(C)n2nc(-c3ccccc3)cc2c1=O | -1.2% | 0.3% |
| CCc1ccc(-n2nc(CO)c(C(=O)NC(C)c3ccc(Cl)cc3)n2)cc1 (configuration not stated) | 6.7% | 9.6%[57.5 µM] |
| COc1ccc2c(c1)c(=O)c(C(=O)c1ccc(C)cc1)cn2Cc1ccccc1F | ? | -10.0% |
| CN(C)c1ccc(NC(=O)CCC2CCCC2)cc1 | 1.9% | -8.7% |
| Fc1ccc(-c2nc(Nc3cccc(Cl)c3)nc3c2COc2ccccc2-3)cc1 | ? | ? |
| Cc1ccc(NC(NC(=O)c2ccc(C(C)(C)C)cc2)C(Cl)(Cl)Cl)cc1C (configuration not stated) | -3.9% | 0.4% |
| [O-][N+]1=C2CCC/C(=N\O)C2=NC12CCCCC2 | -5.7% | 1.5% |
| COC(=O)c1ccc(Oc2ccc(C(=O)OC)cc2)cc1 | -3.7% | -2.5% |
| O=C(COc1ccc(Cl)cc1Br)Nc1ncn[nH]1 | 0.2% | -1.3% |
| COCCN1C(=O)C(=O)/C(=C(/O)c2ccc(OCC(C)C)c(C)c2)C1c1cccnc1 (configuration not stated) | -3.1% | 2.5% |
| Clc1ccc(-n2nnnc2C2(Nc3ccccc3)CCCCC2)cc1 | ? | -3.1% |
| CCN1CCN(c2oc(-c3ccc([N+](=O)[O-])cc3)nc2C#N)CC1 | 0.2% | 0.4% |
| CCn1c(=O)c2cc(C(=O)NCc3cc(OC)ccc3OC)sc2c2ccccc21 | ? | -16.5% |
| COc1ccc(NC(=O)C2CCN(c3nc4ccccc4[nH]3)CC2)cc1OC | 66.6%[activator] | 15.2% |
| COc1ccc(-n2cc(C(=O)Oc3cc(C)cc(C)c3)c3ccccc3c2=O)cc1 | 4.4% | ? |
| COc1ccc(C(=O)Cn2cnc3c2c(=O)n(C)c(=O)n3C)cc1 | 0.2% | -2.0% |
| CCc1c(C)sc(NC(=O)Cc2c(Cl)cccc2Cl)c1C#N | 6.7% | -13.0% |
| CC(C)(c1nnnn1-c1ccc(Cl)cc1)N1CCOCC1 | -13.2% | 7.4% |
| O=C(N/N=C/c1ccccc1)C1CC1c1ccccc1 (configuration not stated) | -4.1% | 1.7% |
| CCC(C)(C)NCc1ccco1 | 1.0% | 7.5% |
| CCn1nc(C(=O)Nc2ccccc2F)c2ccccc2c1=O | -11.3% | 0.0% |
| CCOC(=O)Cn1c(=O)oc2cc(S(=O)(=O)NC(C)c3ccccc3)ccc21 (configuration not stated) | -5.8% | 9.3% |
| Cc1cc(C)cc(C(=O)NC(C)C2CCCO2)c1 (configuration not stated) | -3.0% | 1.4% |
| Cc1ccc(S(=O)(=O)NCCc2nnc3ccc(SCC(=O)Nc4c(C)cc(C)cc4C)nn23)cc1 | -1.8% | 83.3%[activator] |
| COc1cc(C(CC(=O)c2ccccc2)C(C#N)C#N)cc(OC)c1OC (configuration not stated) | 17.0% | -4.4% |
| CCOC(=O)/C(C#N)=C/c1ccccc1OCc1ccc(Cl)cc1 | -15.9% | -3.1% |
| COc1ccc(OC)c(NC(=O)Cn2cc(S(=O)(=O)c3ccccc3)c(=O)c3cc(C)ccc32)c1 | -22.7% | -6.3% |
| COc1ccc(Cl)cc1C(=O)OCCOc1ccccc1F | -7.1% | -4.5% |
| O=C(Cn1cc(SCc2cccc(C(F)(F)F)c2)c2ccccc21)N1CCCCCC1 | -15.5% | -11.9% |
| O=C(NCCCNC(=O)c1ccccc1Br)c1nc2ccccc2c(=O)[nH]1 | -0.3% | 10.1% |
| COc1ccc(NC(=O)c2ccc3oc(=O)c(S(=O)(=O)c4ccc(C)cc4)cc3c2)cc1OC | 20.1% | 12.9% |
| O=C(COc1ncnc2c(Cl)cc(Cl)cc12)Nc1cccc(Cl)c1 | 4.5% | 4.3% |
| Clc1ccc(N/N=C/c2cccc(/C=N/Nc3ccc(Cl)c(Cl)c3)c2)cc1Cl | -4.2% | -7.9% |
| CC(=O)Nc1cccc(NC(=O)CSc2nccn2C2CCCC2)c1 | 11.8% | -0.2% |
| O=C(Nc1nc(C23CC4CC(CC(C4)C2)C3)cs1)c1cccnc1 | 5.1% | 0.3% |
| O=C(c1cc2ccccc2oc1=O)N(Cc1ccco1)Cc1ccccc1Cl | -10.5% | 2.8% |
| CCCCCC1COC(c2ccc(O)cc2)OC1 (configuration not stated) | -2.1% | -11.6% |
| CN(C(=O)COc1ccc2ccc(=O)oc2c1)C1CCS(=O)(=O)C1 (configuration not stated) | 1.1% | 2.9% |
| CCCCOc1ccc(C2C(=O)N(C3CCCCC3)CC(=O)N2C2CCCCC2)cc1 (configuration not stated) | 10.2% | -3.7% |
| CCCCN(C)CCCNC(=O)CN1N=C(c2ccc(OC)cc2)CCC1=O | 1.7% | -0.9%[57.5 µM] |
| COc1cccc(C(=O)Oc2ccc3c(=O)c(-c4ccc(OC)c(OC)c4)c(C)oc3c2)c1 | -14.9% | 0.9% |
| O=C(OC(C(=O)Nc1ccc(Cl)cc1C(F)(F)F)c1ccccc1)c1ccccc1O (configuration not stated) | -7.1% | -4.6% |
| Cn1nc(C(=O)N2CCSCC2)c2ccccc2c1=O | 5.9% | 2.6% |
| CCOc1ccc(CNC(=O)c2ccc3c(c2)N(CC)CCS3)cc1 | -11.6% | -3.5% |
| CCCC(=O)Nc1ccc2nn(-c3ccc(CC)cc3)nc2c1 | 14.4%[57.5 µM] | -8.2%[57.5 µM] |
| CC(Oc1ccc(Br)cc1)c1nc(-c2ccccn2)no1 (configuration not stated) | 1.8% | -0.2% |
| Nc1nnnn1Cc1nnc(SCc2ccc(F)cc2)n1-c1ccccc1 | -7.1% | -4.2% |
| COc1ccc(CNc2ncnc3onc(-c4ccc(F)cc4)c23)cc1 | ? | -21.0% |
| O=C(CSc1ncnc2ccccc12)Nc1ccccc1C(=O)Nc1ccc(Cl)cc1 | -7.6% | -5.3% |
| COc1ccc(CCNC(=O)c2ccc3c(c2)N(Cc2ccc(C)cc2)CCS3)cc1OC | -8.9% | -1.7% |
| N#C/C(=C/c1ccccc1OC(F)F)C(=O)O | -11.7% | -10.0% |
| Cc1ccc(NC(=S)NCC2(N(C)C)CCCCC2)cc1Cl | 4.2% | 6.9% |
| Oc1ccc(-c2nc(-c3ccc(F)cc3)cs2)cc1 | 0.5% | -2.9% |
| CCOC(=O)c1cc2c(=O)n3ccccc3nc2n(CCOC)c1=NC(=O)c1c(-c2ccccc2Cl)noc1C | -6.5% | 0.0% |
| CC(C)CC(=O)Nc1nnc(S(=O)(=O)N(CC(C)C)c2ccccc2)s1 | 11.6% | -5.6%[57.5 µM] |
| CCc1ccc(S(=O)(=O)c2nnn3c2nc(NC(C)C)c2sccc23)cc1 | ? | -12.8% |

Next part
| structure | AID inhibitor | UDG counter |
| --- | --- | --- |
| COc1ccc(-c2nc3cc(NC(=O)c4cc(OC)cc(OC)c4)ccc3o2)cc1 | 2.0% | 40.9%[activator] |
| O=C(CNC(=O)c1ccccc1F)OCc1cc(=O)n2nc(C3CCCCC3)sc2n1 | 0.0% | -3.2% |
| CC(C)CNC(=O)CN1CCN(Cc2ncc(-c3ccccc3)o2)CC1 | -4.4% | 5.4% |
| COc1ccccc1C(=O)Nc1nc2ccc(S(=O)(=O)N3CCCC3)cc2s1 | 0.7% | -0.6% |
| O=C(CN1CCCCC1)Nc1oc2ccccc2c(=O)c1-c1ccc(F)cc1 | -3.1% | -1.8% |
| C/C(=N\NC(=O)c1cc(C2CC2)nc2ccccc12)c1ccc(C(C)C)cc1 | -4.0% | 4.8% |
| COc1cccc(NC(=O)Cn2c(NCc3ccccc3)nc3ccccc32)c1 | -18.7% | -12.0% |
| COc1ccc(-n2ncc3c2ncn2nc(-c4ccc(Cl)cc4Cl)nc32)cc1 | 8.1% | 1.5% |
| CN1CCC(NC(=O)c2cc(-c3ccccc3Cl)nc3ccccc23)CC1 | 4.3% | 4.0% |
| CCCCC1CCC(C(=O)N2CC(=O)Nc3ccc(Cl)cc3C2c2ccc(F)cc2)CC1 (configuration not stated) | ? | -9.5% |
| CN(C(=O)Cn1nc(-c2ccccc2)ccc1=O)C1CCS(=O)(=O)C1 (configuration not stated) | 0.7% | 13.2% |
| Cc1cc(C)c(C)c(C(=O)CSc2nnnn2C)c1C | -2.4% | 2.5% |
| CCc1ccccc1NC(=O)CNC(=O)c1cc(=O)c2cc(C)ccc2o1 | 4.2% | 6.7% |
| CC(=O)c1ccc(NS(=O)(=O)c2ccc3[nH]c4c(c3c2)CCCCCC4)cc1 | 2.6%[57.5 µM] | 4.2%[57.5 µM] |

Only part of the results is shown; count on the stated rates, not on these rows.
